High-throughput results (PubChem BioAssay)
GalR3 antagonist: antagonists of human GalR3; O60755; HEK293 GalR3-CNG cAMP membrane potential fluorescence; galR3 body fused to GalR1 C-terminus; inhibition, % at 3 µM; 360,000 compounds, 0.44% hits;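 active means inhibition above the screen-wide average plus 3 SD, cut at about 13% in these data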;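 further: forskolin and galanin both at EC90 stimulate the cells; cAMP rise reported by CNG channel membrane potential dye signal; 0% = forskolin plus galanin with DMSO and 100% = forskolin alone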
Target sequence (O60755 1-299 limits assumed): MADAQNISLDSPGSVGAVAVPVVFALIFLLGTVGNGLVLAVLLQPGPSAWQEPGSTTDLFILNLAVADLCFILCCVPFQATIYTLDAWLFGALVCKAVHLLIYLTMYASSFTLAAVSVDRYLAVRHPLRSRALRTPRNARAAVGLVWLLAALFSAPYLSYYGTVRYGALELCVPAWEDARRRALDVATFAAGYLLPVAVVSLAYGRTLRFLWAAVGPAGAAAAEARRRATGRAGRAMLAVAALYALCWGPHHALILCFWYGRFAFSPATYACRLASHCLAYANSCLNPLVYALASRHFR
GPR7 antag: blocks human GPR7 receptor signaling; inhibition, % at 4.4 µM; 290,000 compounds, 1.1% hits; P48145; GPR7-expressing cells, fluorescence antagonist assay; AID 1861; in the data active means inhibition above about 16%, passing the limit was not always enough;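 further: cells stimulated with the agonist NPW; 0% = agonist with vehicle and 100% = vehicle without agonist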
Target sequence (P48145 whole entry, looked up): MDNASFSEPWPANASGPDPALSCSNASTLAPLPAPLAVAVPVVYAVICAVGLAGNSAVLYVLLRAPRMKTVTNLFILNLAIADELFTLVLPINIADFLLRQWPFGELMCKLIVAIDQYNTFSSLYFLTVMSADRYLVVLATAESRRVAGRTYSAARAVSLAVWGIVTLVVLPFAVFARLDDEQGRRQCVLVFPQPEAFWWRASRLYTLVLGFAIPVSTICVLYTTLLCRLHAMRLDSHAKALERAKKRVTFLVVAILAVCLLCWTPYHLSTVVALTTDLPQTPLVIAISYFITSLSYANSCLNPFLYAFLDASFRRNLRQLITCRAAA
PHOSPHO1 block: blocks human PHOSPHO1 phosphatase activity; recombinant PHOSPHO1, absorbance phosphatase assay; inhibition, % at 13.3 µM; 290,000 compounds, 1.1% hits; in the data active means inhibition above about 60%
Target sequence (Q8TCT1 whole entry, looked up): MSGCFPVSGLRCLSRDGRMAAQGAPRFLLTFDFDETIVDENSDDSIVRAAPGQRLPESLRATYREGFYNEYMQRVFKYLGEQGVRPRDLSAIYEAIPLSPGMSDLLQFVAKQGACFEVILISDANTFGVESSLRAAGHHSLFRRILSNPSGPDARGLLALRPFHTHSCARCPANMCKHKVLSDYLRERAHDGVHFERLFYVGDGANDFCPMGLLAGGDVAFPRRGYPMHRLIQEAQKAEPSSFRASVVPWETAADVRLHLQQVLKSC
MEKK2wt PB1 HTS: raises or lowers MEK5 binding to wildtype human MEKK2 PB1 domain; Q9Y2U5; bead flow cytometry, Alexa488-MEK5 binding to MEKK2 WT; actives lie on both sides; binding response (% of control), % at 10 µM; 290,000 compounds, 1.1% hits; in the data active means binding response below about 67% or above about 130%
NALP1 yeast inh: NALP1 inhibition | inhibition, % at 10 µM | AID 2071 | 280,000 compounds, 0.61% hits | S. cerevisiae NALP1/ASC/caspase-1 growth, X-gal OD620, 72 h; in the data active means inhibition mostly above about 24%, no sharp cut-off; inactive means mostly below about 32%; further: some compounds called inactive have numbers as strong as hits
V1aR counter: V1a receptor agonism, counter-screen for OXTR agonists. CHO-V1R cells, Fluo-8 calcium fluorescence, agonist mode; 0% DMSO, 100% 3 nM vasopressin. activation, % at 3 µM. 320,000 compounds, 0.25% hits. AID 2797;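 active means activation above the mean activation of all tested compounds plus 3 SD, per screening run, cut at about 20% in these data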;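 further: signal is peak over basal fluorescence ratio across a 100 second FLIPR read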
OXTR agonist: activates the human oxytocin receptor | P30559 | CHO-OTR cells, Fluo-8 calcium fluorescence; normalized: DMSO 0%, oxytocin 100% | activation, % at 3 µM | 320,000 compounds, 0.32% hits | AID 2435;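 active means activation above the mean of all tested compounds plus 3 SD, cutoff set per screening run, cut at about 20% in these data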;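 further: peak over basal fluorescence ratio from a 100 s FLIPR kinetic read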
MEKK2mut PB1 HTS: signal of MEK5 binding to mutant human MEKK2 PB1 domain. bead flow cytometry, Alexa488-MEK5 binding to MEKK2 mutant. percent response, % at 10 µM. 290,000 compounds, 0.35% hits. AID 1530; in the data active means percent response above about 24%, passing the limit was not always enough; further: inactives centre near 1; some results filed as inactive read as strong as hits; reference of the scale not given here
MEKK3 PB1 HTS: MEKK3-MEK5 PB1 interaction, increase or decrease; 290,000 compounds, 1.4% hits; AID 1529; Q99759; binding response (% of control), % at 10 µM; bead-based flow cytometry, Alexa488-MEK5 binding to MEKK3; actives lie on both sides; 0 = blocked by unlabeled MEK5, 100 = vehicle;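 active means binding response more than 3 SD above or below the average of its plate-row segment, actives on both sides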;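 further: Alexa488 bead fluorescence after subtracting the streptavidin-only scavenger bead signal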
* marks the source's active call; other numbers are inactive results; · = no result given; [ ] = another dose, or the depositor's remark.

SMILES | GalR3 antagonist | GPR7 antag | PHOSPHO1 block | MEKK2wt PB1 HTS | NALP1 yeast inh | V1aR counter | OXTR agonist | MEKK2mut PB1 HTS | MEKK3 PB1 HTS
Cc1cc(C(=O)COc2ncnc3sccc23)c(C)n1C | 4 | -8 | -18 | 102 | -4 | -0.3 | -1.2 | 5 | 101
Cc1ccc(N/N=C(\C#N)C(N)=S)c(C)c1 | 0 | -16 | -15 | 90 | 44 | 11 | 24* | -2 | 89
COc1ccc(NC(=O)Nc2ccc(F)c(Cl)c2)cc1 | -4 | 6 | 8 | 97 | 3 | 11 | 9.4 | -7 | 100
COc1ccc(N(CC(C)C)S(=O)(=O)c2nnc(NC(=O)CC(C)C)s2)cc1 | -7 | 2 | 50 | 108 | 17 | · | · | 13 | 110
O=C(O)CN1C(=O)/C(=C\c2cc(Br)ccc2OCc2ccccc2F)SC1=S | -9 | -18 | 42 | 106 | -1 | -0.3 | -1.4 | 10 | 103
Nc1cc2nsnc2cc1Br | -1 | 6 | 28 | 99 | 7 | 0.2 | 0.1 | 2 | 101
O=[N+]([O-])c1ccc(OCc2cn([C@@H](CO)c3ccccc3)nn2)c(Br)c1 | 0 | · | 26 | 104 | · | 2.7 | 4.0 | 1 | 98
O=C(CN1C(=O)COc2ccccc21)NCCCN1CCCCC1 | 2 | -3 | 13 | 100 | 15 | -0.1 | 0.8 | 3 | 102
COc1ccc(CN2CCNC(=O)C2CC(=O)N(C)Cc2ccon2)c(F)c1 (configuration not stated) | 1 | -5 | 4 | 104 | 2 | 0.4 | -0.1 | 6 | 100
Nc1nc(SCc2ccccc2)ns1 | -4 | -14 | -2 | 101 | 17 | 1.7 | 2.5 | 1 | 101
Cc1cccc(C)c1N(CC(=O)N1CCCC1)S(C)(=O)=O | -5 | -4 | 36 | 104 | -2 | 0.6 | 0.5 | 5 | 103
COc1ccc(NC(=O)C(c2ccc(OC)cc2)N(C)C(=O)CNC(C)=O)cc1 (configuration not stated) | -3 | -5 | 54 | 100 | 15 | 1.3 | 0.6 | 0 | 95
CCOc1ccccc1CN1CCN(CCCn2cccn2)CC1CCO (configuration not stated) | -4 | -5 | -8 | 95 | -7 | 0.4 | -0.7 | -1 | 99
CC(=O)c1c(C)[nH]c(C(=O)COC(=O)c2ccc3c(=O)n4c(nc3c2)CCC4)c1C | -2 | -4 | 1 | 113 | 35 | 5.4 | 4.1 | 4 | 100
COc1cccc(NC(=O)[C@H](CC(C)C)NC(=O)[C@@H]2Cc3ccccc3CN2)c1 | -1 | 18 | 23 | 88 | 24 | 3.9 | 2.6 | -2 | 98
Cc1ccccc1NS(=O)(=O)c1cccc(C(=O)Nc2cccc(C(=O)O)c2)c1 | -3 | -26 | 29 | 103 | -5 | 0.1 | 0.6 | 2 | 103
O=S(=O)(Cc1ccccc1Cl)N1CCN(Cc2ccc3c(c2)OCO3)CC1 | -7 | 7 | 0 | 103 | 21 | 3.4 | 3.3 | 6 | 104
O=C(NCCCN1CCC(Cc2ccccc2)CC1)C1CCN(S(=O)(=O)N2CCC3(CC2)OCCO3)CC1 | -4 | 0 | -5 | 117 | 32 | -0.9 | -0.1 | 11 | 107
FC(F)(F)c1cccc(Cc2noc(CN3CCCCC3c3ccccn3)n2)c1 (configuration not stated) | -8 | 3 | 46 | 99 | -11 | 0.0 | -1.7 | -10 | 105
COC(=O)c1ccc(/C=N/NC(=O)C2CC(=O)N(c3ccc(OC)cc3)C2)cc1 (configuration not stated) | -3 | 9 | 23 | 91 | 6 | 12 | -0.5 | -5 | 95

4 entries already listed, arranged by molecular weight, lowest first.
SMILES | GalR3 antagonist | GPR7 antag | PHOSPHO1 block | MEKK2wt PB1 HTS | NALP1 yeast inh | V1aR counter | OXTR agonist | MEKK2mut PB1 HTS | MEKK3 PB1 HTS
Cc1cccc(C)c1N(CC(=O)N1CCCC1)S(C)(=O)=O | -5 | -4 | 36 | 104 | -2 | 0.6 | 0.5 | 5 | 103
CCOc1ccccc1CN1CCN(CCCn2cccn2)CC1CCO (configuration not stated) | -4 | -5 | -8 | 95 | -7 | 0.4 | -0.7 | -1 | 99
COc1ccc(NC(=O)C(c2ccc(OC)cc2)N(C)C(=O)CNC(C)=O)cc1 (configuration not stated) | -3 | -5 | 54 | 100 | 15 | 1.3 | 0.6 | 0 | 95
Cc1ccccc1NS(=O)(=O)c1cccc(C(=O)Nc2cccc(C(=O)O)c2)c1 | -3 | -26 | 29 | 103 | -5 | 0.1 | 0.6 | 2 | 103

Next part
SMILES | GalR3 antagonist | GPR7 antag | PHOSPHO1 block | MEKK2wt PB1 HTS | NALP1 yeast inh | V1aR counter | OXTR agonist | MEKK2mut PB1 HTS | MEKK3 PB1 HTS
CC(C)(C)NS(=O)(=O)c1ccc(NC(=O)C2CCCO2)cc1 (configuration not stated) | -6 | -8 | · | 104 | -2 | 1.3 | -0.4 | 8 | 97
Cc1cc(NC(=O)c2ccccc2)sc1C | -2 | -12 | 16 | 96 | 23 | -1.8 | -1.3 | -1 | 97
Cc1nc(CCNC(=O)CC2C(=O)NCCN2Cc2ccccc2)nc2c1CCC2 (configuration not stated) | -5 | -16 | 8 | 110 | 13 | · | · | 2 | 100
CC(=O)c1c(C)[nH]c(C(=O)COc2cc(C)cc(C)c2)c1C | -5 | -16 | 8 | 101 | 1 | 8.9 | 16 | 3 | 101
O=S(=O)(/N=C(/Nc1ccc(F)c(F)c1F)c1ccccc1)c1ccccc1 | -7 | -5 | -2 | 88 | 25 | 0.6 | -0.4 | -2 | 90
Cc1ccc(S(=O)(=O)N(C)C)cc1NC(=S)NC(C)CCCC(C)C (configuration not stated) | -12 | 14 | 14 | 100 | 39 | 3.5 | 6.0 | -2 | 99
CCOC(=O)c1ccccc1NC(=O)c1cccc2c1C(=O)N(C1CCN(C(=O)OCC)CC1)C2 | · | -5 | -1 | 112 | 10 | 0.0 | -0.5 | 7 | 107
Cc1cc(C)n(-c2nc3c(c(=O)[nH]c(=O)n3C)n2CC(O)COc2ccccc2)n1 (configuration not stated) | 3 | -2 | 18 | 109 | 0 | -0.3 | -0.6 | 10 | 105
O=C(NNS(=O)(=O)c1ccccc1)C1CCCCC1 | -9 | -6 | 42 | 98 | 2 | 0.7 | 1.3 | 0 | 102
CSc1nc2[nH]c3c(c2c2nnnn12)CCCC3 | -5 | 8 | 16 | · | 7 | 5.6 | 1.4 | · | ·
C=C1CCC(OC(C)=O)C2(C)CCC3C(C)C(=O)OC3C12O (configuration not stated) | -6 | -6 | 34 | 109 | 5 | 0.4 | 0.4 | 8 | 105
COCC(CN1CCN(C2=NS(=O)(=O)c3ccccc32)CC1)OC(=O)c1ccccc1 (configuration not stated) | -9 | 5 | 31 | 102 | -4 | -0.3 | -1.4 | 0 | 101
COc1ccc(-n2c(SC(C)C(=O)Nc3ccc(NC(C)=O)cc3)nc3ccccc3c2=O)cc1OC (configuration not stated) | -10 | 2 | 34 | 111 | 3 | 0.3 | -1.0 | 10 | 107
O=C(CCc1nc(-c2ccccc2Cl)no1)NCCc1ccccc1 | -8 | 2 | 33 | 98 | 19 | 1.7 | 0.1 | -4 | 94
COC(=O)c1cc(Cl)c(N)cc1OC | -3 | 6 | 11 | 100 | 13 | -0.5 | 0.8 | 1 | 99
CC1CCCCC1NC(=O)CN1C(=O)CSc2cc(S(=O)(=O)N3CCCCCC3)ccc21 (configuration not stated) | -3 | 28* | 4 | 93 | 7 | -1.8 | -3.2 | -1 | 97
CC(C)c1nc2cc(C(=O)N(C)C3CCOCC3)ccc2o1 | 1 | -10 | -2 | 101 | -4 | 0.0 | -0.5 | 3 | 99
Cc1sc2cc(-c3cccc([N+](=O)[O-])c3)c(-c3cccc([N+](=O)[O-])c3)c[n+]2c1C | -7 | -1 | -15 | 105 | 30 | 0.1 | -2.1 | -1 | 108
COC(=O)c1sccc1NC(=O)c1cccs1 | -4 | -7 | 6 | 99 | -14 | -1.5 | -1.1 | -5 | 92
COc1ccc(N2CCN(C(C)C(=O)N3CC(C)OC(C)C3)CC2)cc1 (configuration not stated) | 5 | -5 | -13 | 103 | 0 | -0.5 | -0.3 | 5 | 100
COc1cccc(N(C(=O)c2cccs2)c2nc3ccccc3s2)c1 | -4 | -2 | 6 | 94 | 14 | -0.4 | -1.4 | 1 | 105
O=C(NCc1ccccn1)c1cc(-c2ccc(Cl)cc2)oc1C(F)(F)F | -5 | -20 | -6 | 99 | · | 1.4 | -2.2 | 1 | 103
Cc1ccc2c(CC(=O)NC3CCCc4ccccc43)coc2c1 (configuration not stated) | -3 | -10 | 18 | 109 | 26 | -0.9 | -3.2 | 0 | 147*
CC1CCN(S(=O)(=O)c2ccc([N+](=O)[O-])cc2)CC1 | -9 | -6 | 29 | 97 | 1 | 0.0 | 1.6 | 1 | 95
COC(=O)Nc1ccc(S(=O)(=O)N2CCCC(C(=O)NC3CCCCC3)C2)cc1 (configuration not stated) | -3 | 3 | 4 | 101 | 14 | 0.6 | 0.0 | 1 | 101
CCN(CC(=O)NCc1ccc(Cl)cc1)C(=O)/C=C/c1ccc(Cl)c([N+](=O)[O-])c1 | -3 | -2 | 25 | 105 | -2 | 4.4 | -1.2 | 5 | 107
CCNS(=O)(=O)c1ccc(CCC(=O)NCc2ccncc2)cc1 | 1 | -14 | 29 | 114 | -8 | 1.0 | 0.6 | 6 | 108
CN(C1CCCCC1)S(=O)(=O)c1ccc(Cl)c(C(=O)O)c1 | 2 | -5 | -11 | 89 | -8 | 0.9 | 1.3 | -2 | 93
CCn1c(COc2ccc3c(c2)OCO3)nnc1SCC(=O)O | 4 | -4 | -8 | 99 | 22 | 0.6 | 0.3 | 13 | 101
N=C1C(c2ccccc2)=C(O)CN1c1ccccc1N1CCOCC1 | -1 | 1 | 7 | 101 | -10 | 0.4 | 0.0 | -1 | 99
C=C1C(=O)O[C@@H]2[C@H]1[C@@H](OC(=O)/C(C)=C/C)C/C(C)=C\C(=O)/C=C(\C)[C@@H]2O | 1 | · | 31 | 102 | 6 | 1.3 | -0.4 | 3 | 94
COc1cc(NC(=O)CCCSc2nc(-c3ccco3)cc(C(F)(F)F)n2)cc(OC)c1OC | 0 | -5 | 8 | 105 | 2 | -1.5 | -2.1 | 4 | 94
COc1cc(-c2nnn(CC(=O)NC3CCS(=O)(=O)C3)n2)ccc1OCc1ccccc1 (configuration not stated) | -3 | 7 | -18 | 0.0*[inhibitor] | 9 | 2.2 | 0.9 | -24 | 0.0*[inhibitor]
C[C@@H]1CN(C2CCN(Cc3nc(CC4CC4)no3)CC2)C[C@H](C)O1 | -2 | -8 | 10 | 101 | 0 | 1.9 | 1.1 | -10 | 104
Cc1cc(C)nc(SCC(=O)OC(C)C(=O)Nc2ccccc2)n1 (configuration not stated) | -1 | -2 | 20 | 106 | -8 | 1.1 | -0.1 | 11 | 104
Fc1ccc(-n2nnc(-c3ncc[nH]3)n2)cc1 | · | · | · | 98 | · | 1.2 | -0.2 | 2 | 99
O=C(CNC(=O)c1ccc2c(c1)OCCO2)N/N=C/c1cccc(Br)c1 | -1 | 2 | 15 | 106 | 28 | -1.0 | 0.9 | 1 | 113
CCOC(=O)/C(C#N)=C/c1ccc(N2CCN(C)CC2)cc1 | 0 | -2 | 4 | 132 | · | 1.1 | 0.4 | 31 | 105
O=C(Nc1cccnc1)Nc1ccccc1Cl | -6 | 0 | -39 | 102 | 15 | -1.7 | -0.7 | 0 | 100
O=C(O)c1ccc(S(=O)(=O)N2CCC(Cc3ccccc3)CC2)cc1 | 3 | -7 | 30 | 106 | -6 | 1.5 | 3.9 | 11 | 104
CCc1cc(C)cc(OCCNC(=O)c2cncc(Br)c2)c1 | -1 | -1 | 0 | 105 | 11 | -0.7 | -1.7 | 6 | 100
